Kir21 inh – inhibitors of mouse Kir2.1 inward-rectifier potassium channel | actives 0.85% (n = 310,000) | B-score at 10 µM | HEK293-Kir2.1, FluxOR thallium flux fluorescence; hits give low values | P35561;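 active = fluorescence ratio B-score at or below minus 3 SD of library scores, with starting-brightness B-score within 2 SD, cut at about -4.2 in these data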;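 note: channel flux triggered by added potassium and thallium sulfate stimulus; B-score of peak minus minimum fluorescence over baseline after thallium stimulus; more negative B-score means stronger Kir2.1 block with less thallium influx; some compounds called inactive have numbers as strong as hits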
Target sequence (P35561 whole entry, looked up): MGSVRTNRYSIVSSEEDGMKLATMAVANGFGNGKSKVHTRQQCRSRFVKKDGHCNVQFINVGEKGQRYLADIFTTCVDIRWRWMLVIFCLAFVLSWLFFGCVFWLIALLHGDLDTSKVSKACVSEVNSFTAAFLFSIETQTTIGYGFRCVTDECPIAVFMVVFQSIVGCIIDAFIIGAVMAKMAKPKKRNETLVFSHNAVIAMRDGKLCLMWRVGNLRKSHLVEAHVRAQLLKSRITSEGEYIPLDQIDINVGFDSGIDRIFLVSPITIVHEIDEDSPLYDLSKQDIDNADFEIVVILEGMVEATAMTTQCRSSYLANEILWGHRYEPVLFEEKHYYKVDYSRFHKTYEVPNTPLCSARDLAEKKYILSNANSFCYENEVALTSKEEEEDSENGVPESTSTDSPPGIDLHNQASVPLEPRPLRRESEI
KCNQ2 inh – KCNQ2 potassium channel inhibitors, primary screen, cell-based, CHO-K1, FluxOR thallium flux, B-score (AID 2156) | O88943 | 20 min; hits give low values | B-score at 10 µM | actives 1.1% (n = 310,000);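 active = fluorescence ratio B-score at most minus 3 library SDs, with starting brightness B-score within 2 library SDs, cut at about -5.5 in these data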
STK33 kinase inh – blocks human STK33 kinase activity; Q9BYT3; purified STK33, MBP phosphorylation, ADP-Glo luminescence; inhibition, % at 10 µM; actives 0.073% (n = 320,000);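 active = inhibition at or above 25%, using the most active replicate where run in duplicate; inactive = inhibition below 25%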
Target sequence (Q9BYT3 whole entry, looked up): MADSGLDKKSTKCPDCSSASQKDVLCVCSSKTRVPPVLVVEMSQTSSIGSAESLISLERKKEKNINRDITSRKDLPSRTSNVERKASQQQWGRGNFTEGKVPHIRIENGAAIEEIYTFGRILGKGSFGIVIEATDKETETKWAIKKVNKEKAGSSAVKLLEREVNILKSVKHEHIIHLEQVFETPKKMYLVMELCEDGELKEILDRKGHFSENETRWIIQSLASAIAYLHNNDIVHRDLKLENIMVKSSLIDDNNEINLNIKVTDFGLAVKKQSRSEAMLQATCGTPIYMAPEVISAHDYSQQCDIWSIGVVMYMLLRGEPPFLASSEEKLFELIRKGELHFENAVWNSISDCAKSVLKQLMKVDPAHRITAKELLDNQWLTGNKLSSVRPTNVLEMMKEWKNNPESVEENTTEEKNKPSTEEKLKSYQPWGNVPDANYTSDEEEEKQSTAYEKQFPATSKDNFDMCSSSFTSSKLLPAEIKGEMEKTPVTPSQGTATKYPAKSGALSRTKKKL
Numbers without * were called inactive; i = inactive; . = no result given.

Kir21 inh	Structure	KCNQ2 inh	STK33 kinase inh
-1.8	CN(C)C(CNc1ccc([N+](=O)[O-])cc1C#N)c1ccccc1 (stereo not given)	i	-1.6
0.12	COc1ccc(C2=NS(=O)(=O)N(C)C(C(=O)Nc3ccc(OC)c(OC)c3)=C2)cc1	i	-0.8
-0.16	CCCn1cnc2c(oc3ccccc32)c1=O	i	0.2
0.6	N=c1c(C(=O)NCc2ccc3c(c2)OCO3)cc2c(=O)n3ccccc3nc2n1Cc1cccnc1	i	-0.2
-2.8	CC1=CC=CC2=NC(=O)CC(C)(C(=O)O)N12 (stereo not given)	i	0.1
0.9	COc1cccc(/C=N/Nc2nc(C)cc(=O)[nH]2)c1OC	i	-0.6
-0.1	COc1ccc(C2C(=O)N(C3CCCCC3)CC(=O)N2C2CCCC2)cc1 (stereo not given)	i	0.1
-1.2	CCCCC(=O)N/N=C(\C)c1cccc(NC(=O)C2CC2)c1	i	0.2
-2.2	Cc1ccc(NC(=O)CCc2nc3ccccc3s2)c(O)c1	i	-3.3
-1.3	COc1ccc(C(=O)NCCSc2ccccc2)cc1	i	-0.9
-3	O=C(c1n[nH]c(=O)c2ccccc12)N1CCN(C2c3ccccc3-c3ccccc32)CC1	i	-1.2
-0.43	Cc1ccc(S(=O)(=O)CCC(=O)OCC(=O)NCC(=O)Nc2c(C)cc(C)cc2C)cc1	i	0.9
0.42	NS(=O)(=O)c1ccc(NC(=O)Nc2ccc(Cl)cc2)cc1	i	-0.4
1.1	S=C(Nc1cccnc1)N1CCN(c2ccccc2Cl)CC1	i	0.3
0.83	Cc1cc(N2CCN(C)CC2)nc2ccc(NC(=S)N3CCN(c4ccc(Cl)cc4)CC3)cc12	i	1.5
-0.69	Cc1nn(CC(=O)Nc2ccccn2)c(C)c1[N+](=O)[O-]	i	-3.0
-0.77	N/C(=N\OC(=O)Cc1ccccc1[N+](=O)[O-])c1cccnc1	i	-0.9
0.19	CC1CN(C(=O)N2CCCCC2)CCN1C(=O)N1CCCCC1 (stereo not given)	i	-0.3
0.46	CC(C)(C)N/N=C/c1cc(Cl)cc([N+](=O)[O-])c1O	i	-2.3
-0.71	COc1ccc(NC(=O)CNC(=O)Cc2cccc3ccccc23)c(OC)c1	i	0.6
0.07	CCN(CC)c1nc2n(c(=O)n1)CCN2CC	i	0.0
0.69	CCOC(=O)Cn1nc(C)n(-c2ccc(Br)cc2)c1=O	i	0.6
-0.46	CCN(CC(=O)Nc1ccccc1C(F)(F)F)C(=O)C1CSC2(C)CCC(=O)N12 (stereo not given)	i	-1.7
0.35	Cn1c(CN2CCOCC2)nnc1SCc1ccccc1	i	-1.7
0.98	CC(C)OCCCNC(=O)NC(=O)c1ccc(Cl)cc1	i	-2.3
-1.3	Cc1ccc(CCNC(=O)C23CN(Cc4ccccc4)CC2C(c2cccc([N+](=O)[O-])c2)=NO3)cc1 (stereo not given)	i	-0.7
0.87	Cc1ccc(-c2csc(NC(CO)c3nc4ccccc4n3CCOCCO)n2)cc1 (stereo not given)	i	-0.8
-0.84	Cc1sc2ncn3ncnc3c2c1C	i	-0.5
0.96	Cc1cs/c(=N/C(=S)Nc2ccccc2)n1C	i	-1.6
0.35	CC(C)C(C(=O)NC1CCCC1)N(Cc1ccco1)C(=O)CNS(=O)(=O)c1ccccc1 (stereo not given)	i	-1.1
-0.19	O=C(c1ccc(S(=O)(=O)Nc2ccc(F)cc2)cc1)N1CCN(c2ccccn2)CC1	i	-0.4
-1.5	CN(C(=O)CN1C(=O)CCSc2ccc(S(=O)(=O)N3CCCC3)cc21)c1ccccc1	i	1.4
1.8	CCOC(=O)c1cnc2ccc(C(=O)OC)cc2c1Nc1cccc(C(=O)O)c1	i	-0.5
0.87	Brc1ccc(-c2csc(N/N=C/c3ccc4c(c3)OCO4)n2)cc1	i	-0.1
0.58	O=C(O)C1CCCCC1C(=O)Nc1ccccc1F (stereo not given)	i	0.9
0.04	O=C(NCc1ccccc1)C1=C[C@H](c2ccccc2)C[C@H](OCc2ccc(CO)cc2)O1	i	-2.0
-0.02	CC(C)N(C(=O)Cn1cc(SCC(=O)NCC2CCCO2)c2ccccc21)C(C)C (stereo not given)	i	0.6
2.5	COc1ccccc1OCCCCCCN1CCOCC1	i	-0.8
1.8	Cc1cccc(NC(=S)NC(=O)C(c2ccccc2)c2ccccc2)n1	i	-1.1
0.16	CS(=O)(=O)Oc1ccc2c(c1)O/C(=C\c1cccnc1)C2=O	i	2.1

Fetched by structure from above:
Kir21 inh	Structure	KCNQ2 inh	STK33 kinase inh
0.69	CCOC(=O)Cn1nc(C)n(-c2ccc(Br)cc2)c1=O	i	0.6
-0.46	CCN(CC(=O)Nc1ccccc1C(F)(F)F)C(=O)C1CSC2(C)CCC(=O)N12 (stereo not given)	i	-1.7
2.5	COc1ccccc1OCCCCCCN1CCOCC1	i	-0.8
-0.19	O=C(c1ccc(S(=O)(=O)Nc2ccc(F)cc2)cc1)N1CCN(c2ccccn2)CC1	i	-0.4
-0.02	CC(C)N(C(=O)Cn1cc(SCC(=O)NCC2CCCO2)c2ccccc21)C(C)C (stereo not given)	i	0.6
1.8	CCOC(=O)c1cnc2ccc(C(=O)OC)cc2c1Nc1cccc(C(=O)O)c1	i	-0.5

(next part)
Kir21 inh	Structure	KCNQ2 inh	STK33 kinase inh
0.49	COc1cccc(/C=N/NC(N)=S)c1OS(=O)(=O)c1ccccc1	i	-0.7
4.2	C/C(CC(C)C)=N\Nc1ccc(S(N)(=O)=O)cc1[N+](=O)[O-]	i	-0.6
-0.05	CC(=O)CSc1nnc(-c2ccncc2)n1C	i	0.1
-0.72	CCN(c1ccccc1)S(=O)(=O)c1cc(C(=O)Oc2ccc3c(C)cc(=O)oc3c2)ccc1C	i	-1.3
1.1	Cc1ccc(S(=O)(=O)Nc2cccc(/C=C/C(=O)O)c2)cc1	i	1.0
1.9	CC(C)(C)NC(=O)CCCCCCCC(=O)NC(C)(C)C	i	-1.1
0.99	Cc1ccnc(NC(=O)C2CCN(S(=O)(=O)c3cccc4nsnc34)CC2)c1	i	-0.4
-0.02	O=C(O)CCC(=O)N(Cc1ccco1)c1nc(-c2ccccc2)cs1	i	0.8
-0.14	O=C(NCC1CCCO1)c1ccc2c(c1)N(Cc1ccc(F)cc1Cl)C(=O)CS2 (stereo not given)	i	1.4
-1.5	CCCCCCCCOc1ccc(C2OC34CCCCC3C(C#N)(C#N)C2(C#N)C(=N)O4)cc1 (stereo not given)	i	0.4
1.3	Cn1nnnc1SCC(=O)Nc1ccccn1	i	-1.7
-0.03	Cc1ccc2nsnc2c1NC(=O)c1ccc2c(c1)OCCO2	i	-0.3
-0.03	O=S(=O)(N1CCCCC1)N1CCN(S(=O)(=O)N2CCCCC2)CC1	i	.
0	O=C(O)C1CC=CCC1C(=O)Nc1cccc([N+](=O)[O-])c1 (stereo not given)	i	-1.3
1.2	Cc1cc(C)c(NC(=O)CSc2nnc(CNC(=O)c3ccccc3F)o2)c(C)c1	i	-1.0
2.7	C(=N\N1CCN(c2ccccn2)CC1)/c1cccc2ccccc12	i	-5.8
2.2	CC(=O)Nc1ccc(NC(=O)c2cc(-c3ccc(C)c(C)c3O)n[nH]2)cc1	i	2.3
0.13	Cc1cc(C)nc(Nc2nc3ccccc3o2)n1	i	-0.8
0.8	CS(=O)(=O)N1CCN(C(=O)CCc2ccccc2)CC1	i	-1.8
-0.03	CCCC1CC(C(=O)Nc2ccccc2)C(=O)O1 (stereo not given)	i	-0.3

Three compounds from above, sorted by their value in Kir21 inh, ascending:
structure | Kir21 inh
Cc1nn(CC(=O)Nc2ccccn2)c(C)c1[N+](=O)[O-] | -0.69
Cn1c(CN2CCOCC2)nnc1SCc1ccccc1 | 0.35
Cc1ccc(S(=O)(=O)Nc2cccc(/C=C/C(=O)O)c2)cc1 | 1.1

(next part)
Kir21 inh	Structure	KCNQ2 inh	STK33 kinase inh
1.2	COc1ccc2nc3oc(C(=O)N4CCCCC4)cc3cc2c1	i	2.4
1.2	Cc1ncoc1C(=O)Nc1ccc(Oc2ccccc2)cc1	i	0.7
-1.3	O=S(=O)(c1ccc(F)c(Cl)c1)N1CCCC1	i	-0.5
0.92	Cc1ccc(C(=O)NC(=S)NNC(=O)CC#N)cc1	i	0.9
-0.3	COc1cccc(/C=C2\SC(=S)N(N3CCOCC3)C2=O)c1OC	-8.6*	-1.1
-1.5	CCC(C)c1ccc(NC(=S)NCc2cccs2)cc1 (stereo not given)	i	-1.3
0.91	COc1ccc(OC)c(CN2CCC(C(=O)N3CCOCC3)CC2)c1	i	-1.0
0.31	CCn1c(SCC(=O)NC2CCCC2)nnc1-c1ccncc1	i	-1.0
-1.1	Cc1ccc(CC(CC(=O)O)C(=O)NC2CCCCC2)cc1 (stereo not given)	i	-0.8
1.7	CCOC(=O)c1cc2c(nc1NC(=S)NCc1ccccc1)CCCC2	i	-0.8
0.73	CCC(CC)C(=O)Nc1nnc(SCC(=O)NC2CC2)s1	i	0.0
-0.35	O=C(NCc1ccco1)C1CC(=O)N(c2ccc(F)cc2)C1 (stereo not given)	i	-1.6
1.4	C/C(=C\CCC1(C)C2CC3C(C2)C31C)C(=O)O (stereo not given)	i	-0.2
-2	COc1ccccc1-n1cc(C(=O)NCC(=O)N2CCN(c3ccccn3)CC2)c2ccccc2c1=O	i	-0.5
-2.5	CN1CCCN(C(=O)CC2(CC(=O)O)CCCCC2)CC1	i	-0.4
-0.87	CCOC(=O)c1c(=O)n(O)c2ccc(OC)cc2[n+]1[O-]	i	1.5
1.9	CC(=O)NC12CC3CC(C)(C1)CC(NC(C)=O)(C3)C2	i	-0.9
-0.1	COc1cc(/C=N\Nc2nc(-c3ccc(C)cc3)c(NC(C)=O)s2)ccc1O	i	1.5
-0.36	Cc1noc(C)c1COC(=O)c1cccc(N(C)C)c1	i	-0.1
-0.04	CCOCCCNCc1cc(Cl)ccc1OCC	i	0.2
0.48	COc1ccccc1/C=N/NC(=O)c1c(-c2ccccc2)noc1C	i	0.2
-0.15	Clc1ccccc1CN1CCN(/N=C/c2ccncc2)CC1	i	-1.8
-1	O=[N+]([O-])c1cccc(-c2cc3ccccc3[nH]2)c1	i	-2.2
1.6	O=C(NCc1cccnc1)Nc1ccc2c(c1)OCO2	i	0.2
-0.01	CCN(CC)S(=O)(=O)c1ccc2c(c1)nc(CCC(=O)OCC(=O)Nc1cc(Cl)cc(Cl)c1)n2C	i	-1.4
-0.1	COc1ccc(C(CCN2CCCC(C)C2)c2c(OC)cc(OC)c3c(C)cc(=O)oc23)cc1 (stereo not given)	i	-0.6
1.1	CCOc1ccc(-c2cc(C)n3nc(C(N)=O)cc3n2)cc1	i	1.5
-1.4	O=C(CNS(=O)(=O)c1ccc(F)c(Cl)c1)N1CCCC1	i	-0.4
0.96	C(=C\c1ccccc1)/CSc1nc2ncccc2[nH]1	i	0.2
-0.92	Nc1nnc(SC2CCCC2)s1	i	-0.4
-0.16	CS(=O)(=O)N1CCc2cc(-c3csc(NC(=O)C(c4ccccc4)c4ccccc4)n3)ccc21	i	-1.8
0.03	O=C(/C=C/c1ccc(Cl)cc1Cl)c1ccc[nH]1	i	0.3
-1.1	CCOc1cc(C)c(Cl)cc1S(=O)(=O)n1cnc2ccccc21	i	0.3
0.31	COc1ccc(CCC(=O)OCC(=O)Nc2ccc3[nH]c(=O)[nH]c3c2)cc1	i	-1.3
0.62	CC(C(=O)Nc1cccc([N+](=O)[O-])c1)[n+]1ccccc1 (stereo not given)	i	-1.8
1.3	COc1ccc(C(=O)N2CCN(c3ccc([N+](=O)[O-])c(-n4nc(C)cc4C)c3)CC2)cc1	i	-0.7
-2.2	CC(=O)c1cc(C#N)c(SCc2ccncc2)nc1C	i	-0.6
-0.1	Cc1ccc(S(=O)(=O)Nc2ccc(C(=O)Nc3ccncc3)cc2)cc1	i	4.2
1.4	N=C(N)SCc1ncccc1O	i	-0.4
0.74	Nc1nc(CN2CCCCC2)cs1	i	-1.2

Copied from the list:
Nc1nc(CN2CCCCC2)cs1 – Kir21 inh = 0.74
COc1ccc(C(CCN2CCCC(C)C2)c2c(OC)cc(OC)c3c(C)cc(=O)oc23)cc1 (stereo not given) – Kir21 inh = -0.1

Remaining list, next part:
Kir21 inh	Structure	KCNQ2 inh	STK33 kinase inh
-0.32	COc1ccc(C(=O)n2nc(-c3ccccc3)nc2SC)cc1	i	.
1.3	COc1ccccc1OCC(=O)Nc1ccc(S(=O)(=O)N2CCN(C)CC2)cc1	i	-0.5
-1.7	COc1ccc(NS(=O)(=O)c2ccc(NC(=O)c3ccccc3)cc2)nn1	i	-0.3
-0.25	Cc1ccc2nc(C)c(C(=O)N/N=C/c3cccs3)n2c1	i	-4.2
0.99	c1ccc(Cn2c[n+](Cc3ccccc3)cn2)cc1	i	-2.9
-0.41	Cc1ccc(C)c2[nH]c(=O)c(CN(CC3CCCO3)C(=S)NCc3ccco3)cc12 (stereo not given)	i	-1.7
0.11	CCOC(=O)c1c(C)[nH]c(C(=O)N2CCCC(C(=O)c3cccc(OC)c3)C2)c1C (stereo not given)	i	0.8
-2.1	CC(=O)NCCC(=O)Nc1nc(-c2cccs2)c(-c2cccs2)s1	i	-3.2
1.5	O=C(COC(=O)C1CC2CCCC(C1)C2=O)NNC(=O)c1ccccc1F (stereo not given)	i	-1.4
-6.8*	COc1ccc2c(c1)C=CC1(O2)N(CCO)c2ccccc2C1(C)C (stereo not given)	i	-0.2
-0.64	Cc1c(-c2nnc(SCC(=O)O)n2-c2ccccc2Br)nnn1-c1ccccc1	i	1.4
-0.16	COC(=O)c1ccc(NC(=O)C[n+]2ccccc2C)cc1	i	-0.8
-1.9	O=C1c2ccc([N+](=O)[O-])cc2C(=O)N1Cc1cccnc1	i	-1.0
